# Bioassay records: PubChem, several laboratories
# NF-kB expr up: NF-kB expression increase, human neuronal cells; fold change at 12.5 µM; actives 1.6% (n = 190,000); NF-kB reporter expression; hits give high values; AID 1239; in the data active = fold change above about 3.3
# FLuc act counter: firefly luciferase counter-screen for stimulation assays. AID 1027. activation factor at 10 µM. ATPlite luciferase biochemical, luminescence, 10 min; 0 = ATP-free wells, 1 = DMSO control. 200,000 tested, under 10 active. P08659;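 active = luciferase activation factor, scaled between plate controls, of at least 2 with compound at 10 µM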
# Target sequence (P08659 whole entry, looked up): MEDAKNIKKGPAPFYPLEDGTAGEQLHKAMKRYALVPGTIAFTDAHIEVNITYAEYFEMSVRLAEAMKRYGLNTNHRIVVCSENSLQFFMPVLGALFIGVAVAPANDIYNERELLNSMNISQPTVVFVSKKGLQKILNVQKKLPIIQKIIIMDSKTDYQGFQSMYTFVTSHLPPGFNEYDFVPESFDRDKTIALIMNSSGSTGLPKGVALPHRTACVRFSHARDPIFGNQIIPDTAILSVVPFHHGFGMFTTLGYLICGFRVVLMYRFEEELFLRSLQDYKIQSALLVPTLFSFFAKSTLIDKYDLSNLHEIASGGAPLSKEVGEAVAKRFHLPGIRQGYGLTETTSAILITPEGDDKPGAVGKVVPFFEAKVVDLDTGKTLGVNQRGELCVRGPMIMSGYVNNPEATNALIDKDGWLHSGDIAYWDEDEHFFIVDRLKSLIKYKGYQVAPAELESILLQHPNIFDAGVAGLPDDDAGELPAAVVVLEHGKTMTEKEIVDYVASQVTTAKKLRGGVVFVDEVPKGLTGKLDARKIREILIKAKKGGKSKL
#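 test system = cell-free luciferase reagent | medium = PBS as buffer for the ATP substrate | dosing = test compounds dosed from 2 mM stocks in 100% DMSO | incubation = 10 min at ambient temperature | detection = luminescence measurement of luciferase light output | benchmarks = low control with PBS replacing ATP, high control enzyme plus ATP without compound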
# STAT3 act: activators of IL-6 induced STAT3 signaling; U3A cells, IL-6 STAT3-luciferase reporter, luminescence; 100% = signal with IL-6 EC80 alone; activation (% of control), % at 5.6 µM; actives 0.91% (n = 190,000);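 active = activation above the screen-wide mean of compound activation plus 3 SD, cut at about 130% in these data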;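 note: 0% = background luminescence of wells with medium and substrate only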
#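 Test system: STAT3-luciferase reporter U3A cells; Detection: reporter luminescence signal; Times: 1 h compound pre-exposure, 6 h IL-6 stimulation, 37 °C; Benchmarks: IL-6-only high control; Also added: IL-6 stimulus at 33 ng/mL final.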
# APP 5'UTR act: activates APP 5'UTR luciferase reporter; SH-SY5Y APP 5'UTR luciferase reporter, luminescence; zero percent = DMSO vehicle wells; activation, % at 2 µM; actives 1% (n = 190,000);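 active = activation above a set limit, based on mean plus 3 SD of controls, cut at about 140% in these data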; note: values of inactives mirror those of a sister screen read the other way
# ROMK primary: modulates human ROMK potassium channel activity; P48048; Tet-inducible ROMK, thallium flux fluorescence; actives lie on both sides; B-score at 10 µM; actives 2% (n = 130,000);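 active = signal ratio slope over the read window, or its plate-corrected B-score, at least 3 SD from the plate mean, either direction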;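 note: B-score of the F/F0 ratio slope over 7 to 12 s after thallium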
# Target sequence (P48048 whole entry, looked up): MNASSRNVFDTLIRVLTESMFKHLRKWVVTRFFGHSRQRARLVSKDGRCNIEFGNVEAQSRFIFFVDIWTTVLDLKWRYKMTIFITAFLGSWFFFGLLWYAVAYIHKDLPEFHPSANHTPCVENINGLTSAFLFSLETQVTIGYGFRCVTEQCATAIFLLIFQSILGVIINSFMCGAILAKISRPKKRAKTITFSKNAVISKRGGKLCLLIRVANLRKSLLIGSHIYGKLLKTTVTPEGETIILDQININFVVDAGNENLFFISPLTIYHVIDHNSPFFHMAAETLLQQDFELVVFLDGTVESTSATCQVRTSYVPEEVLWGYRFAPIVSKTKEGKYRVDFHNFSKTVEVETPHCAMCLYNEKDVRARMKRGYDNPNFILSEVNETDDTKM
# APP 5UTR inh: APP translation inhibition. inhibition, % at 2 µM. actives 0.82% (n = 190,000). SH-SY5Y APP 5'UTR-luciferase reporter, luminescence;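 active = inhibition above a set limit, derived from the sample mean plus 3 SD, cut at about 45% in these data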; note: values of inactives mirror those of a sister screen read the other way
# STAT1 activator: increases IFN-gamma driven STAT1 reporter signal; NIH 3T3 STAT1-luciferase reporter, luminescence; 100% = IFN-gamma alone, no compound; activation (% of control), % at 5.5 µM; actives 2.6% (n = 200,000);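 active = activation above the screen-wide mean activation plus 3 SD, cut at about 130% in these data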;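 note: raw ratio to IFN-gamma control signal so 100% means no change and 0% no light; values of inactives mirror those of a sister screen read the other way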
# STAT3 inh: reduces IL-6 driven STAT3 reporter signal; U3A cells, IL-6 STAT3-luciferase reporter, luminescence; host cell line lacks STAT1; actives 0.89% (n = 190,000); inhibition, % at 5.5 µM;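 active = inhibition above the mean inhibition across all screened compounds plus 3 SD, cut at about 44% in these data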;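 note: 0% = DMSO only wells and 100% = 100 µM nifuroxazide control wells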
# FLuc inhib CS: inhibits firefly luciferase, flagging false hits in luciferase inhibition screens; P08659; ATPLite firefly luciferase biochemical luminescence, 10 min; inhibition, % at 10 µM; actives 1.5% (n = 200,000); AID 1006;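 active = inhibition above about 50% when tested at 10 µM, limit read from the data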
# STAT1 blocker: inhibitors of IFN-gamma induced STAT1 signaling; inhibition, % at 5.5 µM; NIH 3T3 STAT1-luciferase reporter, luminescence; actives 0.35% (n = 200,000);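 active = inhibition above a set limit, the mean inhibition across all tested compounds plus 3 SD, cut at about 34% in these data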;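 note: 0% = IFN-gamma with DMSO and 100% = IFN-gamma with 300 µM nifuroxazide; values of inactives mirror those of a sister screen read the other way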
# Active calls of the source: *; . = no result given.
# Under each structure: NF-kB expr up	FLuc act counter	STAT3 act	APP 5'UTR act	ROMK primary	APP 5UTR inh	STAT1 activator	STAT3 inh	FLuc inhib CS	STAT1 blocker
- Cc1ccc(CCN2CC(C(=O)NCCN3CCCCCC3)CC2=O)cc1 (stereo unspecified)
  0.85	1.1	106.9	-3.6	0.0731	3.6	99.5	-5.7	-6.3	0.6
- Cc1ccc(NC(=O)COC(=O)CN2CSCC2=O)cc1C
  1.18	1	106.4	19.4	0.511	-19.4	99.7	-3.9	-3.6	0.4
- COc1ccc(Cl)cc1NC(=S)N1CCN(c2ncccn2)CC1
  1.17	1	92.7	18.7	-0.0504	-18.7	100.5	11.2	0.0	-0.7
- CC(C)OCC(O)CN1CCN(CC(O)COc2ccc3c(c2)OCO3)CC1 (stereo unspecified)
  1.25	1.1	100.8	3.0	-0.0135	-3.0	100.8	0.4	-5.4	-1.5
- CCOC(=O)C1CCN(C(c2cccc(F)c2)c2sc3nc(C)nn3c2O)CC1 (stereo unspecified)
  1.09	1.1	104.6	56.1	.	-56.1	94.4	-5.4	-6.0	6.9
- COc1ccc(CCNC(=O)CN(c2ccccc2OC)S(C)(=O)=O)cc1
  0.92	1	97.9	21.6	.	-21.6	102.3	5.2	-2.2	-2.4
- Cc1ccc(-c2nnn(CC(=O)N(c3cccc(O)c3)C(C(=O)NC(C)(C)C)c3cccs3)n2)o1 (stereo unspecified)
  1.56	1.1	103.0	-0.1	0.669	0.1	107.8	-1.5	-7.2	-8.5
- Cc1ccc(-c2nc(C3CCN(S(C)(=O)=O)CC3)no2)cc1
  1.54	0.9	99.7	2.0	.	-2.0	108.2	3.8	5.3	-8.9
- O=C(NCc1ccccc1)c1cc(-c2ccncc2)nc2ccc(S(=O)(=O)N3CCOCC3)cc12
  0.89	1	102.4	-24.3	-0.305	24.3	102.1	5.9	-3.5	-2.4
- CC(C)C(NC(=O)C1CCC(C(C)(C)C)CC1)C(=O)NCc1cccnc1 (stereo unspecified)
  1.38	1	98.9	-11.7	.	11.7	94.6	2.4	-0.5	5.5
- CC(C)CNC(=O)CC(NCC(C)C)C(=O)O (stereo unspecified)
  1.09	1	88.3	5.6	1.09	-5.6	88.9	17.2	-2.3	12.6
- COc1ccc(C(=O)/C=C/c2ccc(N3CCCCC3)c([N+](=O)[O-])c2)c(OC)c1
  1.11	1	105.3	-7.4	.	7.4	97.4	-0.4	-3.3	2.9
- O=C(NC1CCCC1)c1nc2c(nnn2Cc2ccccc2Cl)c(=O)[nH]1
  1.24	1.1	118.8	13.0	-0.818	-13.0	100.6	-15.3	-5.6	-0.6
- COC(=O)Cn1cc(C(=O)C2CC2)c2ccccc21
  1.17	1	98.1	8.3	0.229	-8.3	96.6	1.9	0.7	3.7
- O=c1oc(-c2cccs2)nc2c1cnn2-c1ccccc1
  1.43	1	95.6	-3.0	.	3.0	105.2	11.6	-0.4	-4.2
- COC(=O)c1ccc2[nH]c(C)c(CN3CCCC3)c(=O)c2c1
  1.03	1	99.9	-11.3	.	11.3	98.4	6.6	-2.0	3.0
- O=c1cc(NS(=O)(=O)c2ccccc2)nc(SCc2ccccc2Cl)[nH]1
  1.09	1	83.7	2.4	.	-2.4	87.8	20.4	-2.0	13.6
- COc1cccc(C(=O)OCCN2CCOCC2)c1
  1.73	1	97.7	-9.3	0.0166	9.3	110.5	7.0	-4.9	-13.1
- O=C(NC(CO)C(O)c1ccc([N+](=O)[O-])cc1)C(Cl)Cl (stereo unspecified)
  1.58	1	106.7	-17.1	0.847	17.1	93.3	-6.2	-3.9	5.7
- Cc1ccc(S(=O)(=O)Nc2ccc(Br)cc2C(NCC(=O)O)c2ccccc2)cc1 (stereo unspecified)
  1.34	1	97.7	10.6	-1.09	-10.6	101.1	1.9	-1.8	-1.2
- CC(OC(=O)CCC(=O)c1cccs1)C(=O)Nc1ccccc1[N+](=O)[O-] (stereo unspecified)
  1.1	1	99.2	4.1	-0.00127	-4.1	94.2	5.7	-3.2	6.0
- O=C(CSc1ccc(-c2ccccn2)nn1)N1CCCC1
  2.19	1.1	105.4	-6.3	-0.0873	6.3	106.4	6.2	-5.6	-7.7
- COc1cccc(/C=C/C(=O)NCCc2ccc3c(c2)OCCO3)c1
  0.75	1	110.3	11.8	.	-11.8	104.3	-8.5	0.6	-4.8
- CCN(CCC#N)c1ccc(/C=N/Nc2nc(C)cc(=O)[nH]2)c(C)c1
  0.82	0.9	98.3	-2.7	.	2.7	101.5	-2.3	12.7	-1.7
- O=C(Cn1nc(-c2ccccc2)c2ccccc2c1=O)NCC1CCCO1 (stereo unspecified)
  1.04	1.1	100.5	12.5	.	-12.5	105.4	5.8	-8.9	-5.2
- Cc1cc2nc(SCCOC(=O)Nc3ccccc3)nc(C)c2cc1C
  1.19	1	100.3	1.7	.	-1.7	107.8	1.9	-4.8	-8.7
- COc1ccccc1NC(=O)CSc1nnc(C2CCCCC2)o1
  1.3	1	94.5	16.2	-1.29	-16.3	95.7	8.9	-3.9	4.7
- O=C1CSC(=Nc2ccccc2)N1Cc1ccccc1
  1.04	1	122.8	14.4	-1.14	-14.4	97.5	-11.2	-0.2	2.0
- CN(C(=O)c1ccccc1C(=O)OCC(=O)NCc1ccccc1)C1CCCCC1
  0.92	1	105.4	13.7	.	-13.7	104.4	-3.9	-4.2	-4.9
- O=C(CN1CCCCCC1)N/N=C/c1cccs1
  1.06	1.1	101.6	.	0	.	106.3	-1.8	-6.5	-4.1
- CC(=O)Nc1c(C(=O)O)oc2ccccc12
  0.89	1	107.5	-1.5	0.311	1.5	90.1	-5.9	-4.3	10.8
- Cc1ccc2c(C)c(C(=O)Nc3c(C)n(C)n(-c4ccccc4)c3=O)oc2c1C
  0.61	1.1	85.6	-4.7	-0.441	4.7	100.5	20.2	-5.3	-0.6
- c1ccc(CNC2=NCCCCC2)cc1
  1.42	1.1	115.6	14.4	0.012	-14.4	96.6	-13.7	-10.5	3.7
- S=C(Nc1ccc(Cl)cc1)N1CCN(C2CCCCC2)CC1
  0.93	1.1	91.1	10.4	-0.346	-10.4	104.8	15.7	-7.1	-5.3
- C#CCn1cc(/C=N/NC(=O)COc2cccc3cccnc23)c2ccccc21
  1.21	1	94.5	13.0	0.485	-13.0	105.6	4.6	-2.2	-6.3
- Cc1onc(-c2c(F)cccc2Cl)c1C(=O)N1CCN(S(C)(=O)=O)CC1
  1.03	1.1	99.9	-2.4	0.0766	2.4	102.6	4.3	-6.3	-2.9
- O=C(NC1CCN(S(=O)(=O)c2ccccc2)CC1)C1CCCCC1
  1.26	1	94.5	.	0.846	-11.3	97.5	9.5	-2.2	2.4
- CCOc1ccccc1C(=O)NCC(=O)OCC(=O)c1ccc2c(c1)OCCO2
  1.09	0.9	102.5	7.6	1.58	-7.6	102.4	-1.0	6.7	-2.7
- CCS(=O)(=O)Nc1ccc(C(=O)CC2(O)C(=O)Nc3ccccc32)cc1 (stereo unspecified)
  0.92	1	102.0	4.0	.	-4.0	101.8	1.9	-4.4	-2.0
- CSc1ccccc1NC(=O)COC(=O)c1ccc(O)cc1
  1.06	1	103.6	23.0	-0.201	-23.0	106.0	6.7	-1.0	-8.4
- CC(C)NC(=O)NC(=O)COC(=O)c1ncc(Cl)c(Cl)c1Cl
  1.13	1	96.3	6.2	0.969	-6.2	100.4	8.7	-1.3	-1.9
- COc1ccccc1OCCC(=O)OCC(=O)Nc1ncc(Cl)cc1Cl
  1.38	1	102.8	-13.0	.	13.0	101.6	2.0	-2.3	-1.8
- O=c1[nH][nH]c(=O)c2c(NS(=O)(=O)c3ccccc3)cccc12
  1.63	1	91.6	5.5	-1.34	-5.5	122.5	19.0	-3.5	-26.6
- COc1ccc(-c2cc(=O)c3ccccc3n2C)cc1
  0.95	1	90.0	7.2	.	-7.3	97.4	14.7	-1.7	2.9
- CCCCC(=O)Nc1c(C)cc(C)cc1Cl
  1.12	1	93.0	-3.2	1.94	3.2	88.7	8.4	3.3	10.1

# Complete entries as entered above.
# CCS(=O)(=O)Nc1ccc(C(=O)CC2(O)C(=O)Nc3ccccc32)cc1 (stereo unspecified) is listed with NF-kB expr up: 0.92; FLuc act counter: 1; STAT3 act: 102.0; APP 5'UTR act: 4.0; ROMK primary: .; APP 5UTR inh: -4.0; STAT1 activator: 101.8; STAT3 inh: 1.9; FLuc inhib CS: -4.4; STAT1 blocker: -2.0
# O=C(NC1CCN(S(=O)(=O)c2ccccc2)CC1)C1CCCCC1 is listed with NF-kB expr up: 1.26; FLuc act counter: 1; STAT3 act: 94.5; APP 5'UTR act: .; ROMK primary: 0.846; APP 5UTR inh: -11.3; STAT1 activator: 97.5; STAT3 inh: 9.5; FLuc inhib CS: -2.2; STAT1 blocker: 2.4

# (cont.)
# Under each structure: NF-kB expr up	FLuc act counter	STAT3 act	APP 5'UTR act	ROMK primary	APP 5UTR inh	STAT1 activator	STAT3 inh	FLuc inhib CS	STAT1 blocker
- CCC(c1nnnn1Cc1cccs1)N1CCN(C2CCCC2)CC1 (stereo unspecified)
  1.26	1	101.8	9.9	.	-9.9	103.0	6.8	0.9	-3.3
- COC(=O)C(NNc1ccccc1)(NC(=O)c1ccccc1F)C(F)(F)F (stereo unspecified)
  1.03	1.1	97.8	10.8	.	-10.8	86.5	8.3	-8.7	14.8
- CN1CCN(C(=S)Nc2cc([N+](=O)[O-])ccc2Cl)CC1
  1.09	1.1	104.8	-0.3	.	0.3	102.8	-5.7	-5.4	-3.2
- O=C(Cn1cc(C(=O)c2ccco2)c2ccccc21)NC1CC1
  1.11	1.1	103.8	1.1	0.00533	-1.1	101.8	-4.0	-6.4	-1.2
- CCOC(=O)C(=O)Nc1ccccc1C(=O)NC(C)C
  1.12	1	98.8	5.2	.	-5.2	96.7	2.5	-0.8	7.7
- COc1ccc(N(CC(=O)Nc2ccc3c(c2)OCO3)S(=O)(=O)c2ccccc2)c(OC)c1
  0.39	1	102.7	9.1	-1.11	-9.1	104.9	-2.4	-3.6	-5.4
- CCOC(=O)Cn1c(S(=O)(=O)Cc2ccccc2Cl)nc(-c2ccccc2)c1-c1ccccc1
  1.5	1	107.7	1.1	.	-1.1	100.2	-3.5	-1.9	-0.3
- Cc1nc2c(-c3ccccc3)c(C)nn2c(C)c1CCC(=O)N1CCOCC1
  1.05	1	95.2	15.1	.	-15.1	98.4	10.2	-3.7	1.7
- COc1ccc(S(=O)(=O)N(c2onc(C)c2Cl)S(=O)(=O)c2ccc(OC)c(OC)c2)cc1OC
  1.16	1.1	111.4	.	.	.	97.6	-7.9	-8.3	2.6
- Cc1c(C(=O)OCC[N+]2(C)CCCCC2)oc2ccccc12
  1.39	1	102.0	0.2	-0.112	-0.2	112.0	-1.8	-4.7	-12.1
- Cc1c(-c2ccccc2)cn2c1-c1ccc(C)n1CC2
  1.01	1.1	116.0	-2.0	.	2.0	100.1	-8.1	-9.1	-0.1
- O=[N+]([O-])c1ccc(N2CCN(CC(O)COc3ccccc3)CC2)cc1 (stereo unspecified)
  0.85	1	92.5	-12.4	-0.815	12.4	99.1	11.1	0.3	-0.7
- COc1ccccc1N1CCN(C(=O)CSc2ncccc2-c2nc3ccccc3[nH]2)CC1
  0.39	1	76.8	31.9	-0.859	-31.9	99.7	27.9	-1.3	4.9
- CCN(CC)CCN(Cc1cc2cc3c(cc2[nH]c1=O)OCCO3)C(=O)NC1CCCCC1
  1.4	1	111.2	2.5	-1.74	-2.5	107.7	-11.1	-2.7	-8.4

# An unsorted share of the library, and some 7.1% of all compounds hit somewhere here.
